# Screening results deposited in PubChem BioAssay by several laboratories.
# S1P1 ag-PAM: agonists and agonism potentiators of human S1P1 receptor | actives 0.57% (n = 56,000) | P21453 | activation, % at 9.5 µM | AID 449 | S1P1 CRE-bla cells, forskolin, beta-lactamase FRET, potentiator mode; S1P1 agonist co-added at EC20, 2 nM; 100% = saturating reference agonist, 0% = basal;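 active = activation above a cutoff set at the mean activation of all tested compounds plus 3 SD, cut at about 54% in these data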;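 note: forskolin at 4 µM as EC80 and the EC20 agonist is SEW2871; 100% = SEW2871 at its EC100 plus forskolin at EC80; some compounds past the cut are filed as inactive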
# S1P3 agonist: S1P3 (human) receptor agonism; Q99500; S1P3 NFAT-BLA reporter cells, FRET ratio; relative to 1 µM S1P, basal subtracted; activation, % at 4.5 µM; actives 0.1% (n = 60,000); AID 373;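 active = activation above the screen-wide mean plus 3 SD, cut at about 4.5% in these data, passing the limit was not always enough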; note: some compounds called inactive have numbers as strong as hits
# Target sequence (Q99500 whole entry, looked up): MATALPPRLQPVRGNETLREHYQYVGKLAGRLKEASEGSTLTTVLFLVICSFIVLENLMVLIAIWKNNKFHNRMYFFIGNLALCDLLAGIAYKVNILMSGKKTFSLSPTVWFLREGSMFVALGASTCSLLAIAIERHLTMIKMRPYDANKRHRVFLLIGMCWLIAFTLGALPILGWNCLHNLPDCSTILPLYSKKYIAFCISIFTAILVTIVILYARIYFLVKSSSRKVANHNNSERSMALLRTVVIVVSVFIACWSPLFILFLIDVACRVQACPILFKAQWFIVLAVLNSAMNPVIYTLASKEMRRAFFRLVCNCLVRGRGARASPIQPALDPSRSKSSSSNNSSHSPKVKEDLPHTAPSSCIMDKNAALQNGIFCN
#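 Assay system: stable CHO line with human S1P3, Gα16, NFAT-BLA reporter; Detection: FRET β-lactamase substrate fluorescence, excitation 405 nm, 460/535 nm emission ratio, background-subtracted; Read-out: percent activation versus median 1 µM S1P response, basal-subtracted, per plate; Incubation: cells plated overnight, compound 4 h 37 °C, substrate 2 h RT.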
# Ec RNAP inh: inhibitors of Escherichia coli RNA polymerase; P0A8V2; E. coli RNA polymerase, fluorescence transcription assay; inhibition, %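 (tested at 10 µM)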; actives 0.2% (n = 62,000); in the data active = inhibition above about 20%;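 note: 0% = enzyme without compound and 100% = no enzyme blank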
# Jurkat tox 60K: cytotoxicity toward Jurkat cells | AID 463 | Jurkat E6.1 viability, ATP luminescence, 48 h | actives 1.2% (n = 56,000) | inhibition, % at 4 µM;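 active = inhibition above the mean inhibition of all tested compounds plus 3 SD, cut at about 28% in these data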
# D1 allo mod: allosterically modulates the human D1 dopamine receptor; P21728; B-score at 10 µM; actives 5.9% (n = 58,000); HEK293 D1, CRE-luciferase, dopamine EC30 potentiation; actives deviate in either direction;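 active = luminescence count or its row- and column-corrected plate score outside the 99.7% band of the plate's sample wells, on either side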
# TNAP act mid DEA: activators of human TNAP at intermediate phosphate acceptor | P05186 | purified TNAP, CDP-star luminescence, 100 mM DEA, 30 min; stronger effect = higher value; scale: 0 levamisole-inhibited, 1 vehicle-only enzyme | activation factor at 20 µM | 64,000 tested, under 10 active | AID 813;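 active = activation factor of at least 2 at 20 µM, relative to controls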
# Target sequence (P05186 whole entry, looked up): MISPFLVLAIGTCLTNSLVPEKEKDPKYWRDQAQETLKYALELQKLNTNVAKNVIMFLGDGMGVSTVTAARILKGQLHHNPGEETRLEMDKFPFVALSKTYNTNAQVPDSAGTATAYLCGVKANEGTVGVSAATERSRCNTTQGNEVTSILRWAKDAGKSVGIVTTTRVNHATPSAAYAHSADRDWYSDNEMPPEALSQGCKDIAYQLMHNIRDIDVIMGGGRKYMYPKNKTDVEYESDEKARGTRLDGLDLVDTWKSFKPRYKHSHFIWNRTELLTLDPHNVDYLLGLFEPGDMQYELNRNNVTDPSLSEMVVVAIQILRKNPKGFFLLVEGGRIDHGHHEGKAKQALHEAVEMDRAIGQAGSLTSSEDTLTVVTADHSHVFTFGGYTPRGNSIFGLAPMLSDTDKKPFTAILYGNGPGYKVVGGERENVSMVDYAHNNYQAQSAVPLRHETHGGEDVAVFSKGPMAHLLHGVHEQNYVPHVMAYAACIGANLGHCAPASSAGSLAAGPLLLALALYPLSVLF
# M1 antag: M1 muscarinic receptor (rat) antagonism; CHO-M1 cells, Fluo-4 calcium, ACh EC80 antagonist mode; stronger effect = lower value; actives 3.4% (n = 64,000); P08482; B-score at 10 µM;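 active = calcium fluorescence response, raw or row-and-column corrected B-score, differing from the plate sample mean either way at a set confidence level, mostly lower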
# HEK293 NFkB inh: inhibitors of the PMA/ionomycin-induced NF-kB reporter in HEK293 cells; inhibition, % at 3 µM; HEK-293 NF-kB luciferase reporter, luminescence; actives 0.21% (n = 62,000);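 active = inhibition above the mean of all tested compounds plus 3 SD, cut at about 40% in these data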;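 note: 0% = stimulated DMSO wells and 100% = 10 µM reference inhibitor 5653914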
#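 System – HEK-293 cells with stable firefly luciferase reporter driven by four HIV NF-kB elements · Doses – one dose, 3 µM · Schedule – 1 h compound pre-incubation, 16 h PMA/ionomycin at 37 °C · Technique – luminescence from luciferase substrate reagent · Measure – percent inhibition normalized per plate to DMSO and reference-inhibitor controls · Replicates – tested once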
# M1 ag: M1 muscarinic receptor agonism | CHO-M1 cells, Fluo-4 calcium fluorescence, agonist mode; stronger effect = higher value | B-score at 10 µM | actives 3% (n = 64,000);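 active = fluorescence rise, raw or as B-score row- and column-corrected plate score, outside the 99.7% band of its plate's samples, either direction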
# Starred values were filed as active, the others as inactive; . = no result given.
# The first 16 records, to show the layout:
SMILES,S1P1 ag-PAM,S1P3 agonist,Ec RNAP inh,Jurkat tox 60K,D1 allo mod,TNAP act mid DEA,M1 antag,HEK293 NFkB inh,M1 ag
CCOC(=O)c1c(Nc2ccccc2N)cc(C)nc1C,.,-0.8,6,-4,-0.54,0.9,-1.3,10,-0.053
Cc1nc2ccc(NC(=O)c3ccc(Cl)s3)cc2s1,-19,-1.4,8,-8,-2.6,1,0.29,-36,0.13
Cc1ccc(NC(=O)CC2Nc3ccccc3NC2=O)cc1Cl (configuration not stated),-82,5.9*,4,3,0.36,0.9,-0.018,2,-1.1
Cc1ccc2[nH]c3c(=O)n(CCCN4CCN(C)CC4)cnc3c2c1,-5,-1.4,8,4,-0.013,0.9,0.0028,4,0.24
Cc1c(C(=O)OCCOC(C)C)[nH]c2c1C(=O)CC(c1ccco1)C2 (configuration not stated),-12,-1.5,5,100*,0.46,0.8,-2*,48*,6.7*
COc1cccc(/C(O)=C2/C(=O)C(=O)N(CCN3CCOCC3)C2c2cccs2)c1 (configuration not stated),.,.,-5,.,0.51,0.9,1,11,0.28
Cc1ccc(CC(=O)Nc2nncs2)cc1,.,.,6,.,0.53,1,0.78,6,0.33
O=C(Cn1cc2c(n1)CCCC2)NC1CCCCCC1,-30,-0.2,4,1,.,0.9,0.54,-2,0.68
Cc1nc2nc(C)c(CCC(=O)N3CCOCC3)c(C)n2n1,-20,-0.1,6,-6,.,1,-0.0014,6,0.075
COc1ccc(NC2=NCCC(=O)N2Cc2cccs2)cc1,9,0.3,5,1,0.26,0.9,0.064,10,-0.067
Cc1cc(N2CCOCC2)nc(NCc2ccccc2)n1,59*,-2.2,5,9,.,0.9,-1.8,13,-0.6
O=C(Nc1ccccc1N1CCCCC1)c1cccc(F)c1,.,-0.6,3,0,-0.023,0.9,-0.4,5,0.34
COc1ccc(-c2nnn(CC(=O)N(C3CCCC3)C(C)C(=O)NC3CCCC3)n2)cc1OC (configuration not stated),4,-0.3,11,-4,3.6*,0.9,-1.1,28,-0.86
COc1ccc(OC(=O)c2ccncc2)cc1,-12,0.0,2,8,-0.16,1,-0.48,13,-0.85
Cc1nn(CC(N)=O)c(=O)c2ccccc12,0,-0.8,9,.,.,0.9,-0.36,.,0.11
COc1cccc(C2(O)CCN(C(=O)c3cccs3)CC2)c1,.,.,-2,.,.,0.9,-2.1,9,0.47

# The whole of this part, repeating the preview:
SMILES,S1P1 ag-PAM,S1P3 agonist,Ec RNAP inh,Jurkat tox 60K,D1 allo mod,TNAP act mid DEA,M1 antag,HEK293 NFkB inh,M1 ag
CCOC(=O)c1c(Nc2ccccc2N)cc(C)nc1C,.,-0.8,6,-4,-0.54,0.9,-1.3,10,-0.053
Cc1nc2ccc(NC(=O)c3ccc(Cl)s3)cc2s1,-19,-1.4,8,-8,-2.6,1,0.29,-36,0.13
Cc1ccc(NC(=O)CC2Nc3ccccc3NC2=O)cc1Cl (configuration not stated),-82,5.9*,4,3,0.36,0.9,-0.018,2,-1.1
Cc1ccc2[nH]c3c(=O)n(CCCN4CCN(C)CC4)cnc3c2c1,-5,-1.4,8,4,-0.013,0.9,0.0028,4,0.24
Cc1c(C(=O)OCCOC(C)C)[nH]c2c1C(=O)CC(c1ccco1)C2 (configuration not stated),-12,-1.5,5,100*,0.46,0.8,-2*,48*,6.7*
COc1cccc(/C(O)=C2/C(=O)C(=O)N(CCN3CCOCC3)C2c2cccs2)c1 (configuration not stated),.,.,-5,.,0.51,0.9,1,11,0.28
Cc1ccc(CC(=O)Nc2nncs2)cc1,.,.,6,.,0.53,1,0.78,6,0.33
O=C(Cn1cc2c(n1)CCCC2)NC1CCCCCC1,-30,-0.2,4,1,.,0.9,0.54,-2,0.68
Cc1nc2nc(C)c(CCC(=O)N3CCOCC3)c(C)n2n1,-20,-0.1,6,-6,.,1,-0.0014,6,0.075
COc1ccc(NC2=NCCC(=O)N2Cc2cccs2)cc1,9,0.3,5,1,0.26,0.9,0.064,10,-0.067
Cc1cc(N2CCOCC2)nc(NCc2ccccc2)n1,59*,-2.2,5,9,.,0.9,-1.8,13,-0.6
O=C(Nc1ccccc1N1CCCCC1)c1cccc(F)c1,.,-0.6,3,0,-0.023,0.9,-0.4,5,0.34
COc1ccc(-c2nnn(CC(=O)N(C3CCCC3)C(C)C(=O)NC3CCCC3)n2)cc1OC (configuration not stated),4,-0.3,11,-4,3.6*,0.9,-1.1,28,-0.86
COc1ccc(OC(=O)c2ccncc2)cc1,-12,0.0,2,8,-0.16,1,-0.48,13,-0.85
Cc1nn(CC(N)=O)c(=O)c2ccccc12,0,-0.8,9,.,.,0.9,-0.36,.,0.11
COc1cccc(C2(O)CCN(C(=O)c3cccs3)CC2)c1,.,.,-2,.,.,0.9,-2.1,9,0.47
CSc1nc2sc3c(c2c2nnnn12)CC(C)(C)OC3,-27,-0.2,.,.,.,0.9,-0.77,.,0.33
CC1=C(C)CC(C(=O)N2CCN(Cc3ccccc3)CC2)C(C(=O)O)C1 (configuration not stated),.,0.4,9,0,0.82,0.9,0.22,-8,-0.6
Cc1ccccc1S(=O)(=O)Cc1ccc(C(=O)NCc2cccnc2)o1,-1,-0.4,10,-4,0.35,0.9,0.39,10,0.66
CCOC(=O)c1cc(-c2nnc(-c3cc(OC)c(OC)c(OC)c3)o2)c(C)nc1C,-20,-1.5,.,-1,0.046,.,2,8,0.34
COC(=O)c1ccc(NC(=O)N2CCOCC2)cc1,22,-0.3,.,-9,-0.07,0.9,0.47,8,-0.17
COc1cccc(C(=O)CSc2nnc(CNS(C)(=O)=O)n2-c2ccc(C)cc2)c1,-4,-0.2,-3,-7,-0.12,0.9,0.73,-2,-0.33
O=C(CN1CCN(c2ccccn2)CC1)Nc1ccc(Oc2ccccc2)cc1,-5,-0.5,1,2,1.1,0.8,-1.6,14,-0.79
Cc1ccnc(SCCn2c(Br)nc3c2c(=O)[nH]c(=O)n3C)n1,-16,0.0,9,8,0.29,0.9,0.16,8,0.0028
CCOc1ccc(NC(=O)N2CCN(CC)CC2)cc1,-44,-0.8,9,-3,0.22,1,0.3,20,-1.4
# Later entries.
SMILES,S1P1 ag-PAM,S1P3 agonist,Ec RNAP inh,Jurkat tox 60K,D1 allo mod,TNAP act mid DEA,M1 antag,HEK293 NFkB inh,M1 ag
O=C(Nc1cccc(C(F)(F)F)c1)C1CCCN1S(=O)(=O)c1cccc2cccnc12 (configuration not stated),71*,-0.1,7,12,-0.91,0.8,-0.32,22,1.2
COCCNC(=O)CSCc1nc(-c2ccc(SC)cc2)oc1C,-5,0.2,.,-2,-0.96,.,0.68,21,-0.03
O=C(c1ccccc1)C(Sc1ncn[nH]1)c1ccccc1 (configuration not stated),.,-0.6,1,3,0.21,0.7,0.3,18,0.96
COc1ccc(-c2nc(-c3ccc(NC(=O)c4ccncc4)cc3)no2)cc1OC,123*,-0.4,9,7,-6.7*,0.9,-0.013,-2,3.8*
COC(=O)CN(c1ccc(F)cc1)S(=O)(=O)c1ccc2c(c1)OCCO2,-11,0.1,3,-4,-0.8,0.9,0.19,12,-0.1
O=C1CC(N2CCN(S(=O)(=O)c3cccc(C(F)(F)F)c3)CC2)C(=O)N1Cc1ccccc1 (configuration not stated),9,-1.1,7,-6,-0.72,1,-0.58,10,0.068
Cc1ccc2c(c1)[nH]c1c(=O)n(CCN3CCNCC3)cnc12,21,-0.1,-3,-4,-0.35,0.9,0.55,4,-2
O=C(NC1CCCC1)C1CCCN(S(=O)(=O)c2cnc[nH]2)C1 (configuration not stated),2,-0.3,2,3,-0.28,0.9,-0.14,7,-0.25
Cn1nc(-c2ccc(Cl)cc2)c2cc(C(=O)N3CCCC3)sc21,-77,-0.3,3,-4,-3.2*,1,0.49,23,-0.017
CCC(=O)N1CCCc2cc(S(=O)(=O)N3CCN(C4CCCCC4)CC3)ccc21,16,-1.1,-1,0,-0.39,1,0.11,3,1.4
COc1ccc(S(=O)(=O)N2CCN(c3ccc(C)cc3C)CC2)cc1OC,92,-1.1,8,7,-1.5,0.9,-0.3,10,-0.85
Cc1ccccc1NC(=O)C1CCCN1C(=O)NC1CCCCC1 (configuration not stated),2,-0.8,1,4,-0.38,0.8,0.014,14,0.026
COc1cc2nc(C3CCC3)n(NC(=O)C3CCCC(OC)C3)c(=O)c2cc1OC (configuration not stated),4,-1.1,4,-2,-0.62,0.9,0.64,15,-0.095
Cc1cc2c(c(=O)n1Cc1cccnc1)C(c1ccccc1)C(C#N)=C(N)O2 (configuration not stated),5,-4.0,0,.,0.26,0.9,-0.53,.,0.015
Cc1ccc(-c2csc(NC(=O)c3cccc(N4C(=O)CCC4=O)c3)n2)o1,27,-1.8,-1,7,-0.82,1,-0.33,8,2.6
CCN=C1SC(CC(=O)Nc2ccccc2OCC)C(=O)N1CC (configuration not stated),-5,-1.0,9,-3,2.7*,0.9,-0.69,18,0.19
O=C(O)c1cccc(C(=O)Nc2cccc(NC(=O)C3CCCO3)c2)c1 (configuration not stated),-17,0.3,2,0,-4,1,0.032,27,0.045
COC(=O)c1cc2oc(C)cc2n1CC(=O)Nc1ccc(OC)c(OC)c1OC,6,-0.8,5,3,0.064,1,-0.15,4,-0.21
COC(=O)CNC(=O)Cn1cnc2sc(C)c(S(=O)(=O)N3CCC(C)CC3)c2c1=O,.,.,4,.,1.2,1,0.36,15,0.15
CN(C(=O)COC(=O)c1ccc2c(c1)OCO2)C1CCS(=O)(=O)C1 (configuration not stated),-5,-0.1,5,-4,0.85,1,0.0034,16,-0.32
CCCOc1cccc(OCCSc2nc(C)cc(=O)[nH]2)c1,-1,-1.0,5,3,2.6,0.9,-0.041,13,0.94
CC1CC(C)CN(C(=O)C2CCCN(S(=O)(=O)c3cccc4nonc34)C2)C1 (configuration not stated),.,.,2,.,.,0.8,0.0077,9,-0.6
CC(=O)c1ccc(-c2nc3ccccc3n2C)o1,-26,0.7,-94,1,0.059,0.9,0.42,-11,0.81
CCCN(CCC)S(=O)(=O)c1ccc(C(=O)Nc2nnc(-c3cccc(OC)c3)o2)cc1,14,-0.5,15,10,0.53,1,-0.58,45*,1.3

# Arranged by the number under TNAP act mid DEA (highest first): three of the compounds above.
Compound | S1P1 ag-PAM | S1P3 agonist | Ec RNAP inh | D1 allo mod | TNAP act mid DEA | M1 antag | M1 ag
Cc1ccc2c(c1)[nH]c1c(=O)n(CCN3CCNCC3)cnc12 | 21 | -0.1 | -3 | -0.35 | 0.9 | 0.55 | -2
Cc1ccccc1NC(=O)C1CCCN1C(=O)NC1CCCCC1 (configuration not stated) | 2 | -0.8 | 1 | -0.38 | 0.8 | 0.014 | 0.026
O=C(c1ccccc1)C(Sc1ncn[nH]1)c1ccccc1 (configuration not stated) | . | -0.6 | 1 | 0.21 | 0.7 | 0.3 | 0.96
